ELG1 DNA repair: qHTS screen for small molecules that inhibit ELG1-dependent DNA repair in human embryonic kidney (HEK293T) cells expressing luciferase-tagged ELG1 | HEK293T ELG1-luciferase reporter, luminescence, 16 h; DNA damage induced by 5-fluorouridine | Potency, µM (highest dose often 46.1 µM), inactives show at the highest dose activity change, negative = inhibition, most hits filed as inhibitors | hit rate 2.3% among 330,000 | AID 504467, 2011; further: potency means the concentration at half of the fitted maximal effect; on the % scale 0 is the no-effect control and ±100 the full control effect; nearly all actives have a fitted effect of over 55% in size
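Quantitative HTS, concentration-response format. 2,000 cells/well co-treated with 5-fluorouridine and compound, 16 hr in 5% CO2 at 37 °C; ONE-Glo luminescence read after 30 min.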
ELG1 genotoxic: qHTS screen for small molecules that induce genotoxicity in human embryonic kidney (HEK293T) cells expressing luciferase-tagged ELG1 | HEK293T ELG1-luciferase reporter, luminescence, 16 h | Potency, µM (highest dose often 46 µM), for inactives: at the top dose activity change, positive = activation, hits mostly activators | hit rate 1.3% among 330,000; further: potency means the concentration at half of the fitted maximal effect; % of control where 0% means no effect; nearly all actives have a fitted effect of over 60% in size
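Quantitative HTS format in 1536-well plates. HEK293T ELG1-luciferase reporter cells receive test compound and are incubated 16 hr at 37 °C, 5% CO2; ONE-Glo added, 30 min room temperature, then luminescence read.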
p53 reactivation: qHTS assay for re-activators of p53 using a Luc reporter; hit rate 0.063% among 320,000; Potency, µM (highest dose often 92.2 µM), without a hit: top-dose activity change, positive = activation, hits mostly activators; H1299 p53-A138V BP100-luciferase reporter, luminescence, 24 h; further: potency means the concentration at half of the fitted maximal effect; % of control where 0% means no effect; nearly all actives have a fitted effect of over 45% in size
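p53-null H1299 cells stably carrying temperature-sensitive p53-A138V and a BP100-luciferase reporter were pinned with compounds (4-point, 1:5 series) and held 24 hrs at 37 deg C. Luminescence was read 10 min after detection reagent.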
RORgamma inh: qHTS for inhibitors of ROR gamma transcriptional activity; Nuclear receptor ROR-gamma (Mus musculus), P51450; AID 2551, 2010; Drosophila S2 Gal4-RORgamma UAS-luciferase reporter, 20 h; hit rate 5.4% among 310,000; Potency, µM (top dose mostly 53.6 µM), without a hit: at the top dose activity change, negative = inhibition, usual class: inhibitors; further: potency means the concentration at half of the fitted maximal effect; on the % scale 0 is the no-effect control and ±100 the full control effect; nearly all actives have a fitted effect of over 60% in size
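Stably transfected Drosophila Schneider cells are the test system, with ROR gamma fused to Gal4 and luciferase under UAS control; luminescence is read after 20 hr of 700 uM copper sulfate induction at ambient temperature.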
Gal4-VP16 FLuc: VP16 counterscreen qHTS for inhibitors of ROR gamma transcriptional activity; Drosophila S2 Gal4-VP16 UAS-luciferase, luminescence, 20 h; Potency, µM (doses to about 53.6 µM), without a hit: at the highest dose activity, negative = inhibition, usual class: inhibitors; hit rate 3.5% among 310,000; AID 2546, 2010;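 further: Gal4-VP16 expression switched on by copper sulfate through the metallothionein promoter; potency means the concentration at half of the fitted maximal effect; on the % scale 0 is the no-effect control and ±100 the full control effect; nearly all actives have a fitted effect of over 50% in size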
Tb PFK inh: qHTS Assay to Find Inhibitors of T. brucei phosphofructokinase; hit rate 0.17% among 330,000; ATP-dependent 6-phosphofructokinase (Trypanosoma brucei brucei), O15648; Potency, µM (titrated, usually from 57.5 µM), for inactives: at the highest dose activity, negative = inhibition, actives largely listed as inhibitors; T. brucei PFK, ADP-Glo luminescence; AID 485367, 2010;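 further: potency means the concentration at half of the fitted maximal effect; 0% = uninhibited 1x PFK enzyme wells and -100% = no-enzyme wells; nearly all actives have a fitted effect of over 60% in size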
Target sequence (O15648 whole entry, looked up): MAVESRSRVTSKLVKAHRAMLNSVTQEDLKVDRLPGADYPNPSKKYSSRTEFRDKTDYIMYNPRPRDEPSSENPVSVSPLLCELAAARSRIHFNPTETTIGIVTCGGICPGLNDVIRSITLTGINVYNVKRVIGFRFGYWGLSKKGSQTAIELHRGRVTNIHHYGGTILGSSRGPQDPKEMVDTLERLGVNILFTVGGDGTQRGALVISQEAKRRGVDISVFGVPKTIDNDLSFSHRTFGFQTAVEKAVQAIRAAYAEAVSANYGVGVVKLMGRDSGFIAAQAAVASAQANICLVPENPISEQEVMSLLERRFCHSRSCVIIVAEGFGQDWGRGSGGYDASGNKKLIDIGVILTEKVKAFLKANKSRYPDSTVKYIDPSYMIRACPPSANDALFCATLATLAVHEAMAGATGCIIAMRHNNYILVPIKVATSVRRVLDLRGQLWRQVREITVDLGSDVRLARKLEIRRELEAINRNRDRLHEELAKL
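Compounds were pin-transferred as a titration series up to 57 uM into substrate buffer (0.5 mM F6P, 0.1 mM ATP, pH 8.0), then 1.25 nM PFK was added and reactions ran 45 min before ADP-Glo detection.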
NPC1 prom act: qHTS Assay for NPC1 Promoter Activators; hit rate 2.4% among 320,000; Huh7 NPC1 promoter luciferase reporter, 24 h; AID 485313, 2010; Potency, µM (highest dose often 9.22 µM), inactives show at the highest dose activation, actives largely listed as activators;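 further: potency means the concentration at half of the fitted maximal effect; % of control where 0% means no effect; nearly all actives have a fitted effect of over 60% in size; reporter is driven by a mutant NPC1 promoter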
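In 1536-well qHTS, Huh7 cells harboring an NPC1 promoter–luciferase construct received compound for 24 h; activation was quantified by luminescence following luciferase reagent addition.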
Rab9 promoter act: qHTS Assay for Rab9 Promoter Activators; Huh7 Rab9 promoter-luciferase reporter, luminescence, 24 h; Potency, µM (series often up to 9.22 µM), for the others: at the top dose activation, negative = inhibition, usual class: activators; hit rate 2.8% among 320,000; AID 485297, 2010; further: potency means the concentration at half of the fitted maximal effect; % of control where 0% means no effect; nearly all actives have a fitted effect of over 60% in size
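Promoter activation is measured as luciferase luminescence in Huh7 cells stably transfected with a Rab9 promoter–luciferase construct, following 24 h compound exposure at 37 °C and 10 min reagent incubation at ambient temperature.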
TRPV1 agonist: HTS Assay for Compounds that Act as Agonists of the Vanilloid Receptor 1; activation, % at 8.33 µM; AID 540275, 2011; TRPV1-expressing cells, Fluo-8 calcium influx, agonist mode; Transient receptor potential cation channel subfamily V member 1 (Homo sapiens), Q8NER1; hit rate 0.19% among 320,000; in the data active means activation above about 80%; inconclusive means between about 30% and that limit; further: 0% is about no effect
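Fluo-8 calcium influx in TRPV1-expressing cells, kinetic read (ex 480/em 520 nm). Compound added and read 3 min for agonist activity, followed by capsaicin at EC20 final and 2 min further read for enhancement.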
FLuc counter: qHTS profiling assay for firefly luciferase inhibitor/activator using purifed enzyme and Km concentrations of substrates (counterscreen for miR-21 project). Potency, µM (highest dose often 57.5 µM), inactives show at the top dose activity change, negative = inhibition, usual class: inhibitors. hit rate 6.9% among 360,000. AID 588342, 2011. purified FLuc, Km substrates, luminescence inhibition. Luciferin 4-monooxygenase (Photinus pyralis), P08659;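 further: potency means the concentration at half of the fitted maximal effect; plate controls were vehicle for no effect and reference inhibitor for full effect; nearly all actives have a fitted effect of over 55% in size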
Target sequence (P08659 whole entry, looked up): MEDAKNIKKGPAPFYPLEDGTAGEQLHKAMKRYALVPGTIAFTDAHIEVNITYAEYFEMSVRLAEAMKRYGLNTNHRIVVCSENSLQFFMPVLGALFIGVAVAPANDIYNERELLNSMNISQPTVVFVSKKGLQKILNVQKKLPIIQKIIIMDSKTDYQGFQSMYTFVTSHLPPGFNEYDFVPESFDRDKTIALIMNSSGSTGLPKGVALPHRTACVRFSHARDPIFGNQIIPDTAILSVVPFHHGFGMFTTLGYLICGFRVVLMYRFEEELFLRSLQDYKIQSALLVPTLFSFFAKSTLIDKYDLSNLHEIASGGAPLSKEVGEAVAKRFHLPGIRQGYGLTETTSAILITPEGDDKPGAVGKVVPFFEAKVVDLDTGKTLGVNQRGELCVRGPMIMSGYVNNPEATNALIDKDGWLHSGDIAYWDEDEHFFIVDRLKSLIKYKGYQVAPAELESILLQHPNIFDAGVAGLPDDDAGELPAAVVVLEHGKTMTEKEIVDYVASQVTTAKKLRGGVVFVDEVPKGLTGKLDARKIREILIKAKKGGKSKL
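Purified P. pyralis luciferase (10nM final) with 10uM D-luciferin and 10uM ATP (Km levels) in 50mM Tris acetate pH 7.5, 10mM Mg acetate, 0.01% Tween-20, 0.05% BSA; qHTS 6-point titration, ~60 µM downward; luminescence read.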
BRCA1 expr up: qHTS Assay to Identify Small Molecule Activators of BRCA1 Expression | Potency, µM (doses to about 46.1 µM), for the others: top-dose activation, usual class: activators | hit rate 1.1% among 380,000 | MCF7-BRCA1-FFLuc reporter, luminescence, 48 h; response scale: scaled: vehicle 0%, 10 µM genistein 100%; further: potency means the concentration at half of the fitted maximal effect; nearly all actives have a fitted effect of over 80% in size; some results filed as inactive show a strong effect at the top dose
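MCF7-BRCA1-FFLuc cells, 2000/well in phenol-red-free MEM, attached 2 h then treated 48 h at 37 C. Luciferase luminescence read 15 min after reagent; normalized to genistein maximum activation (10microM) and DMSO, concentration-response fitted.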
* hit, by the source's call; u = inconclusive; x = not tested or not shown; [ ] = dose if it differs, or a comment. Unless noted, the call rests on the fitted dose curve; in most records, active means well fitted curve in the direction sought with a large enough effect; inconclusive means small, poorly fitted or top-dose-only effect, or another doubt; inactive means no such curve, though single readings can be large; an effect the other way counts as inactive or inconclusive.

The line under a structure holds: Rab9 promoter act	Gal4-VP16 FLuc	BRCA1 expr up	p53 reactivation	ELG1 genotoxic	FLuc counter	ELG1 DNA repair	Tb PFK inh	NPC1 prom act	RORgamma inh	TRPV1 agonist
> Cc1ccc(-c2ccc(C#N)c(=O)n2CC(=O)N(C)C)cc1
→ -6%	-6%	-20%	-15%	11%	-2%	1%	3%	0%	34%	-2
> COc1ccc2c(c1OC)C(=O)N(c1ccc3c(c1)CCC3)C2=O
→ 25%	-2%	10%	3%	10%	1%	u	8%	11%	-15%	1
> Cc1ccc(S(=O)(=O)N2CCC(C(=O)O)CC2)cc1C(=O)O
→ 3%	-22%	-8%	4%	0%	-2%	14%	2%	7%	-43%	-2
> CCN1CCN(c2nc(NCCO)c3ccccc3n2)CC1
→ 0%	-7%	-4%	8%	20%	1%	-6%	-2%	0%	0%	2
> CCOc1ccc(S(=O)(=O)/N=C(/Nc2ccc(S(N)(=O)=O)cc2)c2ccccc2)cc1
→ x	x	-7%	-7%	-1%	x	7%	7%	x	x	x
> CCOc1ccc(C(=O)Nc2cccc3cccnc23)cc1
→ 0%	13%	-5%	x	12%	u	26%	-1%	3%	-22%	13
> Cc1ccc2nc(N3CCN(C(=O)c4ccco4)CC3)sc2c1
→ u	x	u	24%	12%	11µM*	u	-1%	u	x	-1
> COc1ccc(S(=O)(=O)NCc2ccccn2)cc1NC(=O)c1ccccc1C
→ -28%	x	-75%	0%	9%	-2%	9%	0%	-25%	x	1
> O=C(c1cccc(S(=O)(=O)N2CCCC2)c1)c1cccc(S(=O)(=O)N2CCCC2)c1
→ -2%	-20%	-17%	-1%	-36%[inhibitor]	3%	5.8µM*	1%	-1%	-3%	1
> CC1(C)NC(=O)N(CCCCOc2ccc(Br)cc2Cl)C1=O
→ 5%	-7%	-6%	-3%	7%	-15%	1%	-8%	0%	32%	u
> COc1ccc(S(=O)(=O)N(CC(=O)NCc2ccncc2)c2ccc(C)cc2)cc1OC
→ 3%	5%	18%	1%	4%	0%	-5%	1%	1%	2%	7
> Cc1cc(Cl)c2oc(C(=O)N(C)CC3CCOCC3)c(C)c2c1
→ 17%	1%	108%	-19%	14%	u	u	0%	13%	41%	u
> CSc1ccc(CN(C)C(=O)CSCC(=O)Nc2cc(C)on2)cc1
→ 0%	-2%	31%	-9%	-2%	6%	1%	-1%	-3%	36%	8
> C=C[C@@H]1c2cccc(C)c2N(S(=O)(=O)c2ccc(C)cc2)[C@H](c2ccccc2)C1(C#N)S(=O)(=O)c1ccccc1 (some centres not stated)
→ x	x	-7%	0%	-2%	x	17%	-2%	x	x	x
> CC(=C/c1ccc(C(C)C)cc1)/C=N/NC(=O)c1ccncc1
→ 28%	-3%	99%	u	1%	2.7µM*	u	0%	25%	-9%	u
> CCCCC(NC(=O)c1cccc(Br)c1)C(=O)O (configuration not stated)
→ -9%	-3%	-12%	-4%	0%	-16%	5%	-16%	1%	2%	1
> c1cncc(-c2nnc3n2C2(CCCCC2)Cc2ccccc2-3)c1
→ -5%	-8%	-1%	-5%	2%	1%	-7%	0%	-3%	16%	-5
> Cc1ccc(S(=O)(=O)N2CCN(C(=O)CCn3nc(C)c(C)c3C)CC2)cc1
→ 2%	6%	-1%	-5%	-3%	0%	4%	-1%	-1%	-4%	3
> CCCCNC(=O)C1CCN(C(=O)C2CCN(S(=O)(=O)c3ccc(C)cc3)CC2)CC1
→ -1%	-1%	-7%	3%	-1%	-1%	17%	-1%	-15%	8%	0
> COc1ccc(NC(=O)CN(C)C(=O)Cc2c[nH]c3ccccc23)cc1
→ -3%	x	14%	2%	-1%	1%	15%	7%	-2%	x	1
> O=C(NCC1CCCO1)c1cc(S(=O)(=O)N2CCOCC2)ccc1Cl (configuration not stated)
→ 0%	x	-2%	x	1%	6%	6%	1%	-2%	x	-4
> Cc1cc(C)n(-c2ccc(C(=O)OCC(=O)c3ccc(Br)s3)cc2)n1
→ 3%	4%	0%	6%	6%	-1%	-13%	-11%	-3%	14%	-1
> O=C(CSc1nnc2c(n1)[nH]c1ccc(F)cc12)OCc1ccccc1
→ -1%	-3%	7%	-1%	2%	8%	3%	-1%	-6%	35%	8
> CC(=O)NC(c1ccccc1)c1nc2ccccc2[nH]1 (configuration not stated)
→ -3%	22%	5%	5%	3%	-2%[2.3 µM]	17%	-1%	-2%	-3%	-1
> CC(=O)NN1C(=O)c2ccc3c4c(ccc(c24)C1=O)C(=O)N(NC(C)=O)C3=O
→ -57%[inhibitor]	11µM*	-63%	21%	-4%	-7%	u	1%	-34%[inhibitor]	11µM*	1
> Cc1ccc(C2C(C#N)=C(N)SC(N)=C2C#N)cc1
→ 11%	2%	-30%	9%	0%	-1%	4%	-2%	2%	4%	4
> CC(=O)c1cc(CC(=O)N2CCc3c([nH]c4ccccc34)C2c2ccccn2)cs1 (configuration not stated)
→ 0%	16%	-39%	-2%	2%	3%	-16%	-21%	-1%	u	10
> OC1CCCN(c2ncnc3c2nnn3Cc2c(F)cccc2Cl)C1 (configuration not stated)
→ 2%	-4%	37%	-3%	9%	-13%	u	-9%	0%	-24%	1
> CCC(Oc1ccccc1)C(=O)N(Cc1ccccc1)c1ccccn1 (configuration not stated)
→ -1%	u	-47%	-5%	0%	-1%	-1%	u	-4%	-8%	21
> CCOc1ccccc1OCC(=O)Nc1cccc(S(=O)(=O)NC2=NCCCCC2)c1
→ -4%	x	-21%	-1%	-4%	-1%	u	-1%	1%	x	0
> Cc1cccc(C)c1NC(=O)c1nc(S(=O)(=O)Cc2ccccc2)ncc1Cl
→ -4%	5µM*	-49%	-28%	-23%	-8%	u	0%	-20%	10µM*	3
> Cn1ncc2nnn(-c3ccccc3)c(=O)c21
→ -3%	8%	-10%	5%	-4%	0%	10%	-1%	4%	29%	0
> Cc1ncoc1C(=O)NCc1ccccc1Cl
→ -3%	-1%	-4%	4%	-1%	6%	-6%	-1%	-5%	10%	5
> CCCn1c(SCC(=O)N(CC)CC)nnc1-c1ccncc1
→ -4%	-4%[10 µM]	1%	2%	-3%	-2%	7%	-2%	-1%	-1%	-1

Structures listed so far containing a COOH group, in the order listed:
The line under a structure holds: Rab9 promoter act	Gal4-VP16 FLuc	BRCA1 expr up	p53 reactivation	ELG1 genotoxic	FLuc counter	ELG1 DNA repair	Tb PFK inh	NPC1 prom act	RORgamma inh	TRPV1 agonist
> Cc1ccc(S(=O)(=O)N2CCC(C(=O)O)CC2)cc1C(=O)O
→ 3%	-22%	-8%	4%	0%	-2%	14%	2%	7%	-43%	-2
> CCCCC(NC(=O)c1cccc(Br)c1)C(=O)O (configuration not stated)
→ -9%	-3%	-12%	-4%	0%	-16%	5%	-16%	1%	2%	1

Two of the compounds above, bar-delimited:
canonical_smiles | Rab9 promoter act | Gal4-VP16 FLuc | BRCA1 expr up | p53 reactivation | ELG1 genotoxic | FLuc counter | ELG1 DNA repair | Tb PFK inh | NPC1 prom act | RORgamma inh | TRPV1 agonist
CC(=O)c1cc(CC(=O)N2CCc3c([nH]c4ccccc34)C2c2ccccn2)cs1 (configuration not stated) | 0% | 16% | -39% | -2% | 2% | 3% | -16% | -21% | -1% | u | 10
CC(=O)NC(c1ccccc1)c1nc2ccccc2[nH]1 (configuration not stated) | -3% | 22% | 5% | 5% | 3% | -2%[2.3 µM] | 17% | -1% | -2% | -3% | -1

Screening data from PubChem.
